Screening results: PubChem BioAssay, several laboratories
CHT PAM: CHT positive allosteric modulators, primary screen, cell-based, membrane potential dye, choline EC20; High affinity choline transporter 1 (Homo sapiens), Q9GZV3; CHT-expressing cells; active compounds read high; LV-AA mutant CHT in HEK293 cells; B-score at 10 µM; 0.49% of 310,000 active;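 active means initial fluorescence not abnormally high and integrated response B-score, plate-corrected, over 3 SD above library mean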
Target sequence (Q9GZV3 whole entry, looked up): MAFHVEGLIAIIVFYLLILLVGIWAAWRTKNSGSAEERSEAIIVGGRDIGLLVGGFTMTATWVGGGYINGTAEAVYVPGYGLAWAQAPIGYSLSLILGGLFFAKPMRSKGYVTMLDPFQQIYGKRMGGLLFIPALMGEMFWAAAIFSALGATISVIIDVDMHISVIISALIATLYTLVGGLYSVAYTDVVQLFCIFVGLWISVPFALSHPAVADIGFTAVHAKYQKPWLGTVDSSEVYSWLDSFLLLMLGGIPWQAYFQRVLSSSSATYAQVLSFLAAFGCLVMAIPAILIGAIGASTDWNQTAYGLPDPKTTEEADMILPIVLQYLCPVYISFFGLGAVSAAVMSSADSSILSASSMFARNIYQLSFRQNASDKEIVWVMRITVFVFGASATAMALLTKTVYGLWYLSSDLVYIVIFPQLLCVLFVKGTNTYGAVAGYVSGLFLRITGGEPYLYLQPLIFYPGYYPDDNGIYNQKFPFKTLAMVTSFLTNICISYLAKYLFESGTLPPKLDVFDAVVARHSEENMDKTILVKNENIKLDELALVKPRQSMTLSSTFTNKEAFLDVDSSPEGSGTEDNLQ
OX1R antag-1: OX1R (HCRTR1) antagonists, primary screen, fluorescence, CHO/OX1R cells, Fluo-8 calcium, orexin A; Fluo-8 calcium fluorescence; inhibition, % at 5 µM; 0.43% of 330,000 active; AID 434989, 2010;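 active means inhibition above its plate's threshold, mean inhibition of all tested compounds on the plate plus 3 SD, cut at about 37% in these data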;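 further: 0% = orexin A challenge wells and 100% = SB-334867-A antagonist wells; not every result past the cut was called active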
Target sequence (O43613 whole entry, looked up): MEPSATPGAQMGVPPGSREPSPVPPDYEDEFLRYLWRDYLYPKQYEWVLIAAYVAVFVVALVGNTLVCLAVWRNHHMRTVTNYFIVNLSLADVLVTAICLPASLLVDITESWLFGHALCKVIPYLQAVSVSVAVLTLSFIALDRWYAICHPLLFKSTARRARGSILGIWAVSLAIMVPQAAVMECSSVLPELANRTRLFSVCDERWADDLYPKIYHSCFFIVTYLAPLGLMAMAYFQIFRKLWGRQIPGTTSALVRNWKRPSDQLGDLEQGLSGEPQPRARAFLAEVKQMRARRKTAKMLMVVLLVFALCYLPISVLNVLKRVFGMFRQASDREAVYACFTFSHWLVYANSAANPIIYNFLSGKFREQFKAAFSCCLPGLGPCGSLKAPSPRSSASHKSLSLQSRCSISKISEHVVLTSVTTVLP
OX1R antag-2: antagonists of human orexin 1 receptor (OX1R). 1.8% of 330,000 active. inhibition, % at 6.6 µM. OX1R-expressing cells, FRET antagonist read-out. AID 485270, 2010; in the data active means inhibition mostly above about 38%, no sharp cut-off; inactive means mostly below about 40%;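 further: 0% = agonist challenge alone and 100% = reference antagonist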
Starred values were filed as active, the others as inactive; & = joins results of further samples.

The first 4 compounds, ahead of the listing:
What do the screens show for `CC(=O)Nc1ccc(S(=O)(=O)NC2CC(=O)N(c3ccc(C)c(C)c3)C2)cc1` (stereo unspecified)?
CHT PAM: inactive; OX1R antag-1: -12.9; OX1R antag-2: 17.8

What do the screens show for `CSCCC(NS(=O)(=O)c1ccccc1F)C(=O)NCCCn1nc(C)cc1C` (stereo unspecified)?
CHT PAM: inactive; OX1R antag-1: -27.5; OX1R antag-2: 20.3

What do the screens show for `COc1cc2sc3cc(NCCCN4CCOCC4)ccc3c(=O)c2cc1OC`?
OX1R antag-1: -1.6; OX1R antag-2: 62.8*

How did COC(=O)N(NC(=O)C(O)(C(C)C)C(C)C)c1ccccc1 do in these assays?
CHT PAM: inactive; OX1R antag-1: -15.8; OX1R antag-2: -0.2

Results, from the start:
What do the screens show for `CC(=O)Nc1ccc(S(=O)(=O)NC2CC(=O)N(c3ccc(C)c(C)c3)C2)cc1` (stereo unspecified)?
CHT PAM: inactive; OX1R antag-1: -12.9; OX1R antag-2: 17.8

What do the screens show for `CSCCC(NS(=O)(=O)c1ccccc1F)C(=O)NCCCn1nc(C)cc1C` (stereo unspecified)?
CHT PAM: inactive; OX1R antag-1: -27.5; OX1R antag-2: 20.3

What do the screens show for `COc1cc2sc3cc(NCCCN4CCOCC4)ccc3c(=O)c2cc1OC`?
OX1R antag-1: -1.6; OX1R antag-2: 62.8*

How did COC(=O)N(NC(=O)C(O)(C(C)C)C(C)C)c1ccccc1 do in these assays?
CHT PAM: inactive; OX1R antag-1: -15.8; OX1R antag-2: -0.2

What do the screens show for `Cc1ccc(C(c2nnnn2Cc2cccs2)N2CCN(C(=O)c3ccco3)CC2)cc1` (stereo unspecified)?
CHT PAM: inactive; OX1R antag-1: -15.0; OX1R antag-2: 30.1

How did CC(=O)N1CCN(c2ccc(NC(=O)c3cc(Cl)ccc3Cl)cc2)CC1 do in these assays?
CHT PAM: inactive; OX1R antag-1: -15.2; OX1R antag-2: 9.6

How did Cn1cnnc1SCC(=O)NCCC1=CCCCC1 do in these assays?
OX1R antag-1: 15.3; OX1R antag-2: 5.9

How did CCOc1cc(N2CCOCC2)c(OCC)cc1NC(=O)C(C)Oc1ccccc1 (stereo unspecified) do in these assays?
OX1R antag-1: -28.9; OX1R antag-2: 29.4

What do the screens show for `COC(=O)c1[nH]c2ccc(C)cc2c1NC(=O)CN1CCC(C)CC1`?
CHT PAM: inactive; OX1R antag-1: -10.4; OX1R antag-2: 4.2

What do the screens show for `Cc1cc(-c2nc(C)c(C(=O)NNS(=O)(=O)c3ccc(Cl)cc3Cl)s2)no1`?
CHT PAM: inactive; OX1R antag-1: -11.5; OX1R antag-2: 10.9

How did CCOC(=O)C1CCCN(C(=O)c2cc(S(=O)(=O)Nc3ccccc3OC)ccc2C)C1 (stereo unspecified) do in these assays?
CHT PAM: inactive; OX1R antag-1: -18.6; OX1R antag-2: 10.5

Results for S=c1[nH]nc(COc2ccc(Cl)cc2)o1 ?
CHT PAM: inactive; OX1R antag-1: 0.0; OX1R antag-2: 8.0

What do the screens show for `CSCCC(=O)N1CCN(CC(=O)N2CCCC2)CC1`?
CHT PAM: inactive; OX1R antag-1: -10.6; OX1R antag-2: 4.8

How did O=P(CCCO)(Cc1ccccc1)Cc1ccccc1 do in these assays?
CHT PAM: inactive; OX1R antag-1: -4.1; OX1R antag-2: 10.5

How did S=C1NCCc2ccc(Cl)cc2C1c1ccccc1Cl (stereo unspecified) do in these assays?
CHT PAM: inactive; OX1R antag-1: -0.7; OX1R antag-2: 19.2

Results for COc1cc(/C=C/C(=O)OCC(=O)Nc2cc(S(=O)(=O)N3CCCCC3)ccc2C)ccc1O ?
CHT PAM: inactive; OX1R antag-1: -16.3; OX1R antag-2: 4.3

What do the screens show for `CCN1C(=O)C(O)(C2COC(C)(C)CC2=O)c2ccccc21` (stereo unspecified)?
CHT PAM: inactive; OX1R antag-1: -0.1; OX1R antag-2: 53.2

Results for COc1ccc(C=O)cc1CSc1ncccc1C(=O)O ?
CHT PAM: inactive; OX1R antag-1: -14.2; OX1R antag-2: -1.0

Results for O=C1ON=C(c2ccccc2[N+](=O)[O-])/C1=C/c1cccc([N+](=O)[O-])c1O ?
OX1R antag-1: -8.5; OX1R antag-2: 10.9

Results for O=S(=O)(c1ccccc1F)N1CCC(c2nc3ccccc3[nH]2)CC1 ?
CHT PAM: inactive; OX1R antag-1: -8.0; OX1R antag-2: 52.7

Results for COc1ccc(/C=C2\SC(=S)N(CCCC(=O)Nc3ccccc3C(=O)O)C2=O)cc1OC ?
CHT PAM: inactive; OX1R antag-1: -0.1; OX1R antag-2: 17.7

What do the screens show for `COc1cc(NC(=O)CCC(=O)OCCCC(F)(F)C(F)(F)F)nc(OC)n1`?
CHT PAM: inactive; OX1R antag-1: -17.5; OX1R antag-2: 14.2

Results for O=C(Cc1ccc(S(=O)(=O)N2CCCC2)s1)Nc1nc2c(s1)CCCC2 ?
CHT PAM: inactive; OX1R antag-1: -31.2; OX1R antag-2: 11.5

What do the screens show for `Cc1ccc(CSC2=NCCN2S(=O)(=O)c2ccccc2)cc1`?
CHT PAM: inactive; OX1R antag-1: -10.4; OX1R antag-2: 9.2

How did O=C(c1cn(Cc2ccccc2)nc1-c1ccccc1)N1CCN(c2ccccn2)CC1 do in these assays?
OX1R antag-1: -21.9; OX1R antag-2: 7.6

Results for Cc1cc(C2CC(=O)Nc3ccccc3S2)c(C)s1 (stereo unspecified) ?
CHT PAM: inactive; OX1R antag-1: -13.8; OX1R antag-2: 1.4

What do the screens show for `COc1ccc(N(C(=O)c2cccnc2)S(=O)(=O)c2ccc(Cl)cc2)cc1`?
CHT PAM: inactive; OX1R antag-1: -11.8; OX1R antag-2: 13.7

How did COc1ccc(S(=O)(=O)N2CCC(C(=O)NC3CC(C)(C)NC(C)(C)C3)CC2)cc1 do in these assays?
CHT PAM: inactive; OX1R antag-1: -7.3; OX1R antag-2: 8.2

What do the screens show for `NC(N)=N/N=C/c1c(Cl)cccc1Cl`?
CHT PAM: inactive; OX1R antag-1: -11.3&-10.3; OX1R antag-2: 6.2&11.2

Results for Nn1c(SCC(=O)Nc2ccc3c(c2)OCCO3)nnc1-c1ccccn1 ?
CHT PAM: inactive; OX1R antag-1: -34.3; OX1R antag-2: 18.1

Results for COc1ccc(NC(=O)CSc2nnc(-c3ccoc3C)n2CC2CCCO2)cc1 (stereo unspecified) ?
CHT PAM: inactive; OX1R antag-1: -16.0; OX1R antag-2: 15.7

Results for COc1cc2[nH]c(C(=O)N3CC(C)OC(C)C3)cc2c(OC)c1OC (stereo unspecified) ?
CHT PAM: inactive; OX1R antag-1: -5.5; OX1R antag-2: 11.3

What do the screens show for `Cc1onc(-c2ccccc2)c1C(=O)Nc1cc(C(F)(F)F)ccc1N1CCOCC1`?
CHT PAM: inactive; OX1R antag-1: -40.4; OX1R antag-2: 12.9

What do the screens show for `O=C(CNC(=O)c1ccccc1)NC1(C(=O)NC2CCCC2)CCCCC1`?
CHT PAM: inactive; OX1R antag-1: -18.1; OX1R antag-2: 12.6

Results for O=C(OCc1ccccc1)c1cc(S(=O)(=O)N2CCCCC2)ccc1N1CCOCC1 ?
CHT PAM: inactive; OX1R antag-1: -27.4; OX1R antag-2: 11.2

Results for COc1ccc(-c2[nH]ncc2CN2CCN(C3CCCCC3)C(=O)C2)cc1F ?
CHT PAM: inactive; OX1R antag-1: -25.3; OX1R antag-2: 23.0

Results for COc1ccc2c(c1)-c1nc(/N=C/c3ccccc3O)sc1CC2 ?
CHT PAM: inactive; OX1R antag-1: -21.6; OX1R antag-2: 20.0

What do the screens show for `CC(=O)Nc1ccccc1NC(=O)c1ccccc1-c1ccccc1`?
CHT PAM: inactive; OX1R antag-1: -8.6; OX1R antag-2: 23.7

Results for CCNC(=O)N1CCCC(C(=O)c2ccc(C(F)(F)F)cc2)C1 (stereo unspecified) ?
CHT PAM: inactive; OX1R antag-1: -27.5; OX1R antag-2: 8.0

Results for C/C=C(\C)CN1CCC(Oc2ccc(C(=O)NCc3ccccn3)cc2)CC1 ?
CHT PAM: inactive; OX1R antag-1: -17.6; OX1R antag-2: 1.8

What do the screens show for `O=C(CN1C(=O)S/C(=C/c2ccncc2)C1=O)Nc1ccccc1`?
CHT PAM: inactive; OX1R antag-1: -7.2; OX1R antag-2: 64.4*

Results for Cc1ccc(N(C(=O)CNC(=O)c2ccco2)C(C(=O)NC2CCCCC2)c2cccnc2)c(C)c1 (stereo unspecified) ?
CHT PAM: inactive; OX1R antag-1: -9.1; OX1R antag-2: 16.7

How did COCCCNC(=O)c1oc2ccc(S(=O)(=O)N3CCOCC3)cc2c1C do in these assays?
CHT PAM: inactive; OX1R antag-1: 3.4; OX1R antag-2: 2.9

Results for COc1cc2c(cc1OC)C(COc1ccc(F)cc1)N(C(C)=O)CC2 (stereo unspecified) ?
CHT PAM: inactive; OX1R antag-1: 1.7; OX1R antag-2: -1.4

What do the screens show for `Cc1ccc(C(=O)NC(C(=O)Nc2cccc(S(N)(=O)=O)c2)C(C)C)cc1` (stereo unspecified)?
CHT PAM: inactive; OX1R antag-1: -19.0; OX1R antag-2: 4.9

Results for S=C(Nc1cccnc1)Nc1ccccc1Br ?
CHT PAM: inactive; OX1R antag-1: 2.6; OX1R antag-2: -11.4

What do the screens show for `COc1ccc(N2CCN(C(CNC(=O)C3CCCCC3)c3cccnc3)CC2)cc1` (stereo unspecified)?
CHT PAM: inactive; OX1R antag-1: -27.5; OX1R antag-2: 4.9

What do the screens show for `CN(Cc1ccon1)C(=O)CCc1nnc(CCCCc2ccccc2)o1`?
CHT PAM: inactive; OX1R antag-1: -17.4; OX1R antag-2: 13.0

The closing four entries of the part before lead into the next.
What do the screens show for `Cc1ccc(C(=O)NC(C(=O)Nc2cccc(S(N)(=O)=O)c2)C(C)C)cc1` (stereo unspecified)?
CHT PAM: inactive; OX1R antag-1: -19.0; OX1R antag-2: 4.9

Results for S=C(Nc1cccnc1)Nc1ccccc1Br ?
CHT PAM: inactive; OX1R antag-1: 2.6; OX1R antag-2: -11.4

What do the screens show for `COc1ccc(N2CCN(C(CNC(=O)C3CCCCC3)c3cccnc3)CC2)cc1` (stereo unspecified)?
CHT PAM: inactive; OX1R antag-1: -27.5; OX1R antag-2: 4.9

What do the screens show for `CN(Cc1ccon1)C(=O)CCc1nnc(CCCCc2ccccc2)o1`?
CHT PAM: inactive; OX1R antag-1: -17.4; OX1R antag-2: 13.0

What do the screens show for `O=C(Nc1nc(-c2ccc3c(c2)OCO3)cs1)c1ccncc1`?
CHT PAM: inactive; OX1R antag-1: -2.0; OX1R antag-2: 31.4

Results for CCCc1cc(=O)oc2cc(C)cc(OCC(=O)NCCCn3ccnc3)c12 ?
CHT PAM: inactive; OX1R antag-1: -14.5; OX1R antag-2: 16.8

What do the screens show for `Cc1n[nH]c(=O)c2c(NC(=O)CSc3ccccc3F)oc(C)c12`?
CHT PAM: inactive; OX1R antag-1: -8.7; OX1R antag-2: 15.6

How did Cc1cc(C)nc(SCc2cc(=O)c(OC(=O)c3ccc(S(=O)(=O)N4CCCC4)cc3)co2)n1 do in these assays?
CHT PAM: inactive; OX1R antag-1: -6.1; OX1R antag-2: 23.5

Results for CCCc1nnc(NC(=O)CCC(=O)N2CCCCC2CC)s1 (stereo unspecified) ?
CHT PAM: inactive; OX1R antag-1: -32.1; OX1R antag-2: 7.9

What do the screens show for `COc1cccc(NC(=O)Nc2cccs2)c1`?
CHT PAM: inactive; OX1R antag-1: -7.9; OX1R antag-2: 13.7

Results for O=C(c1ccc(N2CCCCC2)c([N+](=O)[O-])c1)N(c1ccccn1)c1ccccn1 ?
CHT PAM: inactive; OX1R antag-1: -7.9; OX1R antag-2: 36.7

Results for CCOc1ccc(CC(=O)N2N=C(C)CC2(O)C(F)(F)F)cc1 (stereo unspecified) ?
CHT PAM: inactive; OX1R antag-1: -6.2; OX1R antag-2: 18.6

How did CCOc1ccccc1NC(=O)c1cc2ccccc2oc1=O do in these assays?
CHT PAM: inactive; OX1R antag-1: -2.9; OX1R antag-2: 7.4

How did Cc1cccc(C(=O)N(NC(=O)Oc2ccccc2)C(C)(C)C)c1 do in these assays?
CHT PAM: inactive; OX1R antag-1: -7.4; OX1R antag-2: 17.0

What do the screens show for `COCCn1c(CN2CC(C)CC(C)C2)nc2c1c(=O)n(C)c(=O)n2C` (stereo unspecified)?
CHT PAM: inactive; OX1R antag-1: -10.4; OX1R antag-2: -7.1

How did O=C(NN1C(=O)NC2(CCCCC2)C1=O)c1ccc(Cl)s1 do in these assays?
OX1R antag-1: -5.3; OX1R antag-2: 6.1

How did CCN(CC)CCCNC(=O)CCc1c(C)n(CC)c2cc(-c3ccccc3OC)nn2c1=O do in these assays?
CHT PAM: inactive; OX1R antag-1: -10.8; OX1R antag-2: 3.6

What do the screens show for `CCOc1ccccc1CN1C(=O)C2(OCCO2)c2ccccc21`?
CHT PAM: inactive; OX1R antag-1: -8.2; OX1R antag-2: 20.1

How did COc1ccccc1CNc1ccc([N+](=O)[O-])cc1C do in these assays?
CHT PAM: inactive; OX1R antag-1: -16.9; OX1R antag-2: 26.3

What do the screens show for `COc1ccc(S(=O)(=O)N2CCc3ccccc32)cc1C(=O)OCc1nnc(-c2ccccc2)o1`?
CHT PAM: inactive; OX1R antag-1: -20.3; OX1R antag-2: 20.7

What do the screens show for `CCc1ccc(N=C2NC(=O)CS2)cc1`?
CHT PAM: inactive; OX1R antag-1: -13.1; OX1R antag-2: 6.0

What do the screens show for `CCC1=Nc2cc(C(=O)NCc3ccco3)ccc2Sc2ccccc21`?
CHT PAM: inactive; OX1R antag-1: -23.3; OX1R antag-2: 18.4

What do the screens show for `CCOC(=O)c1ccc(NC(=O)CNS(=O)(=O)c2ccccc2)cc1`?
CHT PAM: inactive; OX1R antag-1: -8.0; OX1R antag-2: 28.4
